Epigenetic derep – Quantitative High-Throughput Screen for Regulators of Epigenetic Control; murine LDR cells, GFP reporter derepression, 30 h; Potency, µM (series often up to 53.9 µM), for inactives: top-dose GFP activation, hits mostly activators; actives 0.2% (n = 280,000); AID 1865, 2009; note: % of control where 0% means no effect; nearly all actives have a fitted effect of over 60% in size
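In this reporter-derepression format, murine cells bearing a silenced integrated CMV-GFP locus incubate with test compound (30 h, 37 C), then are washed and imaged; fluorescent objects of 20–120 um count as induced cells.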
Tau fluor cs – Counterscreen qHTS for Inhibitors of Tau Fibril Formation, Fluorescence Polarization. tau K18 P301L (four-repeat tau fragment) Alexa594 fluorescence, heparin fibrillization. Potency, µM (highest dose often 57.7 µM), for inactives: top-dose activity change, negative = decrease. actives 0.93% (n = 280,000). AID 1463, 2008; note: % is set by controls: 0 for no effect and ±100 for the full control effect; nearly all actives have a fitted effect of over 55% in size
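Human K18 P301L tau (15 uM unlabeled plus 0.24 uM Alexa 594-labeled, final) in 100 mM sodium acetate pH 7 was mixed with compound and 20 uM heparin and incubated 6 hr at 37 C.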
GAA glycogen – qHTS Assay for Inhibitors and Activators of Human alpha-Glucosidase Cleavage of Glycogen; Lysosomal alpha-glucosidase (Homo sapiens), P10253; recombinant GAA, glycogen substrate, Amplex Red glucose oxidase fluorescence; Potency, µM (doses to about 76.4 µM), without a hit: top-dose activity change, negative = inhibition, actives largely listed as inhibitors; actives 0.38% (n = 300,000); AID 2100, 2009;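 note: 0% = full enzyme reaction and -100% = no-enzyme basal signal; the screen sought inhibitors and activators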
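Recombinant enzyme (4 nM final) with compounds titrated up to 77 uM and bovine liver glycogen (30 ug) in citrate pH 5.0, 0.01% Tween-20, 37 C 40 min. Released glucose detected by Amplex Red/glucose oxidase (Ex 573/Em 610); AC50 from Hill fits.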
* hit, by the source's call; ? = inconclusive; & = joins results of further samples; [ ] = remark or other dose. Calls come from the whole dose curve; as a rule, active = well fitted curve in the direction sought with a large enough effect; inconclusive = small, poorly fitted or top-dose-only effect, or another doubt; inactive = no such curve, though single readings can be large; an effect the other way counts as inactive or inconclusive. Potency is the fitted concentration of half-maximal effect. Some of the compounds tested, so the mix of outcomes need not match the whole.

| no. | structure | Epigenetic derep | Tau fluor cs | GAA glycogen |
| --- | --- | --- | --- | --- |
| 1 | CCN(CCCNC(=O)c1cc(Nc2ccccc2OC)nc2ccccc12)c1cccc(C)c1 | 6.1% | ? | -18.7%[76.3 µM] |
| 2 | CCn1c(=O)n(-c2ccc3c(c2)OCO3)c2nc(-c3cccc(OC)c3OC)nc(C(N)=O)c21 | 6.4% | -5.7% | 18.3%[76.3 µM] |
| 3 | CCN(Cc1ccccc1)C(=O)c1cc2c(=O)[nH]c3ccc(C)cc3c2s1 | 0.0% | -6.4% | 18.7%[76.3 µM] |
| 4 | O=C(Nc1cccc(O)c1)c1cc2nc(-c3ccc(Br)cc3)cc(C(F)(F)F)n2n1 | 1.6% | -8.8% | -2.6%[76.3 µM] |
| 5 | Cc1cc2c(c3oc(=O)c4ccccc4c13)CN(Cc1ccc(F)cc1)CO2 | -1.9% | -29.6% | 10.6%[76.3 µM] |
| 6 | COc1ccccc1C(=O)Nc1nc(-c2ccc(Br)cc2)ns1 | -3.2% | -25.3% | -2.6%[76.3 µM] |
| 7 | COc1ccc(NC(=O)Nc2cccc(-c3cn4cccnc4n3)c2)cc1 | 0.0% | ? | -14.1%[76.3 µM] |
| 8 | O=C(COc1ccccc1)Nc1nnc(S(=O)(=O)N2CCCCCC2)s1 | 1.4% | -8.6% | 21.4%[76.3 µM] |
| 9 | Cc1c(C(=O)NCc2ccc(Cl)cc2)sc2nc3n(c(=O)c12)CCCCC3 | 0.8% | -24.7% | -7.9%[76.3 µM] |
| 10 | Cc1ccc(Cn2c(CCNC(=O)c3cccc(C)c3)nc3ccccc32)cc1 | 0.8% | -18.0% | 6.7%[76.3 µM] |
| 11 | CCOc1ccccc1NC(=O)c1sc2nc(C)cc(C)c2c1N | 1.0% | -14.4% | 0.2%[76.3 µM] |
| 12 | CCOC(=O)c1c(-c2ccccc2)csc1NC(=O)c1cc(-c2cccc(OC)c2)on1 | -1.8% | -17.4% | 9.2%[76.3 µM] |
| 13 | CCc1ccc(NC(=O)CN(c2ccc(C)cc2)S(=O)(=O)c2c(C)nn(C)c2C)cc1 | 0.3% | -18.8% | 13.5%[76.3 µM] |
| 14 | Cc1ccc(Cl)cc1N1CCN(C(=O)c2cn(C)c3ccc(S(=O)(=O)N4CCCC4)cc3c2=O)CC1 | 0.7% | -6.2% | 14.5%[76.3 µM] |
| 15 | Cc1cccc(C)c1NC(=O)CN1C(=O)c2ccccc2Sc2ncccc21 | 0.1% | 0.1% | 13.4%[76.3 µM] |
| 16 | Cc1ccc(NC(=O)CC2Nc3ccccc3NC2=O)cc1C (centres undefined) | -1.8% | -16.2% | ? |
| 17 | Cc1cccc(CSc2nc(=O)c3c(n2C)NC(=O)CC3c2cccc(O)c2)c1 (centres undefined) | -3.2% | -3.5% | -1.8%[76.3 µM] |
| 18 | CCOC(=O)c1c(NC(=O)C2c3ccccc3Oc3ccccc32)sc(C)c1CC | 1.8% | -15.9% | -7.6%[76.3 µM] |
| 19 | CCc1noc(-c2ccc(N(C)Cc3ccc(OC)cc3)c([N+](=O)[O-])c2)n1 | -3.8% | -1.8% | 7.7%[76.3 µM] |
| 20 | COc1cc(Nc2nn(-c3ccc(OC(F)(F)F)cc3)nc2C(C)=O)cc(OC)c1 | -1.7% | -4.6% | 15.4%[76.3 µM] |
| 21 | CC(NC(=O)CCc1cn(Cc2ccccc2Cl)c2ccccc12)c1ccccc1 (centres undefined) | -0.8% | -20.7% | -9.5%[76.3 µM] |
| 22 | Cc1ccc(-n2nc(C(=O)NCCc3cccc(C)c3)c3c4ccccc4n(C)c3c2=O)cc1 | 0.1% | -8.8% | 18.0%[76.3 µM] |
| 23 | COc1ccccc1N1CCN(C(=O)c2cc(-c3ccc(F)cc3)on2)CC1 | -0.9% | -21.5% | -3.7% |
| 24 | CCOc1ccc2nc(NC(=O)c3nc(SCc4ccccc4C)ncc3Cl)sc2c1 | ? | -12.1% | -3.3%[76.3 µM] |
| 25 | Cc1ccccc1S(=O)(=O)Cc1ccc(C(=O)NC2CCC(C)CC2)o1 (centres undefined) | 0.0% | -7.1% | 1.3%&3.9%[76.3 µM] |

An excerpt from above in order of length of the SMILES, low to high.
| no. | structure | Epigenetic derep | Tau fluor cs | GAA glycogen |
| --- | --- | --- | --- | --- |
| 6 | COc1ccccc1C(=O)Nc1nc(-c2ccc(Br)cc2)ns1 | -3.2% | -25.3% | -2.6%[76.3 µM] |
| 21 | CC(NC(=O)CCc1cn(Cc2ccccc2Cl)c2ccccc12)c1ccccc1 (centres undefined) | -0.8% | -20.7% | -9.5%[76.3 µM] |
| 5 | Cc1cc2c(c3oc(=O)c4ccccc4c13)CN(Cc1ccc(F)cc1)CO2 | -1.9% | -29.6% | 10.6%[76.3 µM] |
| 17 | Cc1cccc(CSc2nc(=O)c3c(n2C)NC(=O)CC3c2cccc(O)c2)c1 (centres undefined) | -3.2% | -3.5% | -1.8%[76.3 µM] |

(continued)
| no. | structure | Epigenetic derep | Tau fluor cs | GAA glycogen |
| --- | --- | --- | --- | --- |
| 26 | COc1ccc(NC(=O)c2sc3nc(C)c(C(=O)Nc4ccc(C)cc4C)c(-c4ccc(C)o4)c3c2N)cc1 | 10.4% | ? | -13.2%[76.3 µM] |
| 27 | CCN1C(=O)C(Cc2nc3ccccc3c(=O)n2-c2ccc(OC)cc2)c2ccccc21 (centres undefined) | -2.6% | -1.9% | 9.3%[76.3 µM] |
| 28 | O=S(=O)(c1ccc(Br)cc1)c1nnn2c1nc(NC1CCCCCC1)c1sccc12 | 11.3% | 1.7% | -0.4%[76.3 µM] |
| 29 | CCCCCCn1nnc2sc(-c3ccccc3)cc2c1=O | 12.1% | -17.6% | -8.8%[76.3 µM] |
| 30 | CCOC(=O)c1c(NC(=O)CSc2cn(CCNC(=O)c3ccc(OCC)cc3)c3ccccc23)sc2c1CCCC2 | 0.0% | -29.1% | -7.2%[76.3 µM] |
| 31 | COc1ccc(CNC(=O)CN2C(=O)COc3ccc(S(=O)(=O)NC4CCCC4)cc32)cc1 | -1.2% | -4.7% | -1.4%&-7.8%[76.3 µM] |
| 32 | Cc1ccc(CNC(=O)Cn2c(=O)n(-c3ccc(Cl)cc3)c(=O)c3c(C)c(C)sc32)cc1 | -1.0% | -3.7% | -0.8%[76.3 µM] |
| 33 | COc1ccc(-c2nc(SCC(=O)NC3CCCC3)c(-c3ccc(C)cc3)[nH]2)cc1OC | -0.7% | 17.8µM*[quencher] | -11.6%[76.3 µM] |
| 34 | Cc1ccccc1CNC(=O)C1CCN(c2nn3cc(-c4ccc(F)cc4)nc3s2)CC1 | -1.2% | -0.5% | 8.0%[76.3 µM] |
| 35 | O=C(Cn1cc(S(=O)(=O)c2ccccc2)c(=O)c2cc3c(cc21)OCO3)Nc1ccc(Cl)cc1 | -0.2% | -24.7% | -9.2%[76.3 µM] |
| 36 | Cn1nc(-c2ccccc2)c(-c2ccccc2)c(C(=O)Nc2ccccc2C(N)=O)c1=O | ? | -10.9% | -6.2%[76.3 µM] |
| 37 | COc1ccc(C(=O)NCCn2cc(SCC(=O)NCCc3ccc(OC)c(OC)c3)c3ccccc32)cc1 | -1.1% | ? | -8.3%[76.3 µM] |
| 38 | Cc1cccc(NC(=O)CSc2nnc3c4ccccc4n(C)c3n2)c1 | 0.0% | -13.0% | -6.5%[76.3 µM] |
| 39 | CCOC(=O)c1c(-c2ccc(OC)cc2)oc2ccc(OCc3ccc(Br)cc3)cc12 | 1.2% | -16.7% | -9.7%[76.3 µM] |
| 40 | COc1ccc(CNC(=O)Nc2ccc3c(c2)N(C)C(=O)c2ccccc2S3)cc1 | -6.4% | ? | -14.4%[76.3 µM] |
| 41 | COc1ccc(C)cc1NC(=O)CCNC(=O)Cn1ccc2ccccc2c1=O | -1.0% | -9.8% | 14.3%[76.3 µM] |
| 42 | Cc1ccc(C)c(NC(=O)CSc2nnc(-c3cc4occc4n3C)n2-c2ccccc2C)c1 | -1.2% | -11.8% | 2.3%[76.3 µM] |
| 43 | Cn1cc(S(=O)(=O)c2cccc(Cl)c2)c(=O)c2cc(F)c(N3CCN(c4ccc(F)cc4)CC3)cc21 | 1.1% | -9.2% | 4.2%[76.3 µM] |
| 44 | CC(=O)c1cccc(NC(=O)[C@H](Cc2ccccc2)N2Cc3ccccc3C2=O)c1 | -1.1% | -22.7% | -9.8%[76.3 µM] |
| 45 | CCc1cccc(NC(=O)CCNS(=O)(=O)c2ccc3c(c2)CCN3C(C)=O)c1 | 0.0% | -8.0% | 14.7%[76.3 µM] |
| 46 | CCOc1ccc(-n2c(SCc3nc(-c4ccccc4C)no3)nnc2-c2ccccc2)cc1 | 0.0% | -1.3% | -7.4%[76.3 µM] |
| 47 | Cc1cc(OCCCn2c(CCNC(=O)C3CCCCC3)nc3ccccc32)ccc1Cl | -4.8% | -16.3% | -15.3%[76.3 µM] |
| 48 | CCc1ccc(NC(=O)CNC(=O)Cn2c(C)cc3ccccc3c2=O)cc1 | 0.1% | -10.2% | -0.7%[76.3 µM] |
| 49 | CCn1c(CN2CCC(C)CC2)nc2cc(NC(=O)COc3ccc(Cl)c(C)c3)ccc21 | 1.6% | -3.1% | -10.9%[76.3 µM] |
| 50 | Cc1ccc2c(c1)CC(C)N2S(=O)(=O)c1nnc(NC(=O)c2ccccc2F)s1 (centres undefined) | 0.0% | -18.1% | 10.8%[76.3 µM] |
| 51 | CC(=O)Nc1ccc(S(=O)(=O)NC2(C(F)(F)F)NC(=O)N(c3ccc(C)cc3)C2=O)cc1 (centres undefined) | -1.1% | -8.0% | -4.6%&-14.8%[76.3 µM] |
| 52 | CCN(CC)C(=O)c1sc(NC(=O)C(C)Sc2nc(-c3ccccc3)cc(C(F)(F)F)n2)c(C(=O)OC)c1C (centres undefined) | 0.8% | -26.2% | 6.0%[76.3 µM] |
| 53 | COc1ccc(C2CC(=O)Nc3c2c(=O)[nH]c2nc4ccccc4n32)cc1OC (centres undefined) | 0.0% | -15.7% | 0.7%[76.3 µM] |
| 54 | CCc1ccc(OCC(=O)Nc2c(C(=O)c3ccc(Br)cc3)oc3ccccc23)cc1 | -0.1% | -2.0% | -3.9%[76.3 µM] |
| 55 | CNC(=O)c1c(NC(=O)c2cc(=O)c3cc(C)c(C)cc3o2)sc2c1CCCC2 | -1.0% | -3.9% | -5.5%[76.3 µM] |
| 56 | O=C(Cn1nc(-c2ccc(Cl)cc2)c2ccccc2c1=O)Nc1cccc(C(F)(F)F)c1 | 1.0% | ? | 8.6%[76.3 µM] |
| 57 | CCCC(=O)Oc1c(Sc2ccc(Cl)cc2)c(C)nn1-c1ccccc1 | -2.6% | -27.6% | ? |
| 58 | CCN(C(=O)c1sc2nc3n(c(=O)c2c1C)CCCCC3)c1ccccc1F | 7.9% | -16.8% | 18.4%[76.3 µM] |
| 59 | CC(=O)c1cccc(-n2c(=O)c3c4c(sc3n(Cc3cccc(C)c3)c2=O)CN(C(C)=O)CC4)c1 | 0.0% | -0.8% | -3.7%[76.3 µM] |
| 60 | Cc1cccc(NC(=O)c2cc(S(=O)(=O)N3CCCCC3)c[nH]2)c1C | 5.6% | -1.9% | -1.2%&16.6%[76.3 µM] |
| 61 | CC(C)c1ccc(OCC(=O)Nc2c(Cl)ccc3nsnc23)cc1 | 0.0% | -13.9% | -8.5%[76.3 µM] |
| 62 | Cc1cccc(NS(=O)(=O)c2c(C)nc3sccn3c2=O)c1C | -1.7% | -6.0% | ? |
| 63 | COc1cccc(OC(=O)CSc2nnc(-c3ccccc3OC)o2)c1 | -3.6% | 4.2% | -9.0%[76.3 µM] |
| 64 | Cn1c(=O)cc(SCC(=O)N2CCN(c3ccccc3F)CC2)c2ccc(Cl)cc21 | 0.0% | -8.0% | -6.8%[76.3 µM] |
| 65 | COc1ccc(Nc2c3c(nc4nncn24)CCC3)cc1OC | -1.1% | 5.4% | 9.4%[76.3 µM] |
| 66 | COCCOC(=O)c1c(C)oc2c1cc(NS(=O)(=O)c1ccc(Cl)c(C)c1)c1ccccc12 | 3.2% | ? | 10.0%[76.3 µM] |
| 67 | Cc1c2cnn(CC(=O)NCc3ccc(F)cc3)c(=O)c2c(C)n1Cc1cccc(Cl)c1 | ? | -4.0% | -1.5%[76.3 µM] |
| 68 | CCN(c1ccccc1)S(=O)(=O)c1ccc(NC(=O)c2cc(=O)c3cc(C)cc(C)c3o2)cc1 | -0.8% | -17.8% | -7.3%[76.3 µM] |
| 69 | COc1ccccc1-c1cc(C(=O)Nc2cc(Cl)ccc2O)no1 | -1.8% | 7.94µM*[quencher] | -11.5%[76.3 µM] |

Compound profiles, from the list above. Order of screens: Epigenetic derep | Tau fluor cs | GAA glycogen
CCc1ccc(NC(=O)CNC(=O)Cn2c(C)cc3ccccc3c2=O)cc1 reads 0.1% | -10.2% | -0.7%[76.3 µM]
COc1ccc(C2CC(=O)Nc3c2c(=O)[nH]c2nc4ccccc4n32)cc1OC (centres undefined) reads 0.0% | -15.7% | 0.7%[76.3 µM]

Source: PubChem
